CBFb-RUNX1 inh: inhibitors of human CBF-beta and RUNX1 interaction. Potency, µM (doses to about 59.8 µM), without a hit: top-dose activity, negative = inhibition, actives largely listed as inhibitors. 230,000 tested, under 10 active. AlphaScreen CBFb-His/RUNX1-biotin binding, biochemical. Q01196+Q13951. AID 1477; further: % of control where 0% means no effect
Target sequence (Q01196 whole entry, looked up): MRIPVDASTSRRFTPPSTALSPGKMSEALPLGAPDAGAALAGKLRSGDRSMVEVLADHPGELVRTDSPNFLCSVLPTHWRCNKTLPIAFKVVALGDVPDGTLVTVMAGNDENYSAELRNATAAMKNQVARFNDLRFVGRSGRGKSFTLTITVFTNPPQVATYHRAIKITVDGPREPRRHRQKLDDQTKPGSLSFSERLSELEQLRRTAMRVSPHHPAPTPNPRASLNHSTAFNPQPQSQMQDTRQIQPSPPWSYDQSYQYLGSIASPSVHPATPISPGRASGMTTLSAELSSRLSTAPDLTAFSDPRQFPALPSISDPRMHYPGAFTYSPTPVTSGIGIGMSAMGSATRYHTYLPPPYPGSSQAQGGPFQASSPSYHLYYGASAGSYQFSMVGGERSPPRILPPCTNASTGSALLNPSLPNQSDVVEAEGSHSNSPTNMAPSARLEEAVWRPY
Target sequence (Q13951 whole entry, looked up): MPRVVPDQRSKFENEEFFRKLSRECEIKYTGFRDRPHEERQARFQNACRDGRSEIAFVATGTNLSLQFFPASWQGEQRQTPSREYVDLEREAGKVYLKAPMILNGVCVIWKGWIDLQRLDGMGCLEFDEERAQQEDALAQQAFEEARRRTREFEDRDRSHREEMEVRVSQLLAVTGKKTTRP
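Inhibition was taken as any reduction in AlphaScreen signal from the CBF-beta–RUNX1 pair (His and biotin tags, 30 nM each), measured after compound (15 min) and bead (90 min) incubations at room temperature.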
Luc counter: Kinase-Glo luciferase inhibition (counter-screen) | Kinase-Glo luciferase, ATP luminescence, 8 min | hit rate 0.28% among 200,000 | Q27757 | AID 1379 | Potency, µM (doses to about 38.3 µM), inactives show top-dose activity change, negative = inhibition, usual class: inhibitors; further: potency means the concentration at half of the fitted maximal effect; on the % scale 0 is the no-effect control and ±100 the full control effect; nearly all actives have a fitted effect of over 60% in size
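Compounds were added to a substrate mix at pH 7.2 (50 mM imidazole, 10 uM ATP, within the enzyme's linear range), followed by Kinase-Glo detection reagent; luminescence was measured after 8 minutes at ambient temperature.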
HttQ103 aggreg: inhibitors of mutant huntingtin aggregate formation in PC12 cells; hit rate 1.1% among 220,000; Potency, µM (titrated, usually from 46.1 µM), without a hit: top-dose activity change, negative = inhibition, usual class: inhibitors; PC12 HttQ103-GFP aggregates, Acumen cytometry, 40 h; further: potency means the concentration at half of the fitted maximal effect; on the % scale 0 is the no-effect control and ±100 the full control effect; nearly all actives have a fitted effect of over 60% in size
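Using laser scanning cytometry, GFP-positive aggregates were counted after lysis of PC12 cells induced with 100 nM tebufenozide to express HTT exon 1 Q103–GFP. Compounds were tested in titration.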
LMNA splice mod: modulators of lamin A splicing | HeLa LMNA splicing GFP/RFP minigene ratio, 48 h | Potency, µM (top dose mostly 46.1 µM), for inactives: at the top dose ratio change, negative = inhibition, usual class: inhibitors | hit rate 0.01% among 200,000 | AID 1487; active means well fitted inhibition curve with a large enough effect in the signal ratio, with a control signal flat, not every such curve was filed as active; inconclusive means small, poorly fitted or top-dose-only effect, or effect the other way, or a change in a side signal; the % refers to the signal ratio; further: potency means the concentration at half of the fitted maximal effect; on the % scale 0 is the no-effect control and ±100 the full control effect
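Read-out is the ratio of GFP to DsRed2 object intensity, acquired by 488 nm laser-scanning cytometry on HeLa lamin A-EGFP minigene reporter cells. Compound incubation 48 hrs at 37 °C in Opti-MEM with 2% FBS; DMSO 0.5% final.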
Epigenetic reg: derepresses silenced GFP reporter in murine cells; murine LDR cells, GFP reporter derepression, 30 h; Potency, µM (series often up to 53.9 µM), for the others: at the highest dose GFP activation, most hits filed as activators; hit rate 0.2% among 280,000; further: potency means the concentration at half of the fitted maximal effect; % of control where 0% means no effect; nearly all actives have a fitted effect of over 60% in size
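In this reporter-derepression format, murine cells bearing a silenced integrated CMV-GFP locus incubate with test compound (30 h, 37 C), then are washed and imaged; fluorescent objects of 20–120 um count as induced cells.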
IMPase Li cell: IMPase inhibition in cells with lithium potentiation | CHO-M1 cells, IP1 TR-FRET (IP-One), carbachol + lithium | Potency, µM (doses to about 59.4 µM), for inactives: at the highest dose activity, negative = IMPase inhibition, usual class: inhibitors | hit rate 0.35% among 210,000 | AID 1457;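 further: IP1 builds up when IMPase is blocked and the TR-FRET signal falls; potency means the concentration at half of the fitted maximal effect; plate controls were basal vehicle for no effect and high inhibitor control for full effect; nearly all actives have a fitted effect of over 50% in size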
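Steps: plate 2000 CHO-M1 cells per well and culture 16–30 h; add compound and lithium; incubate 30 min, 37C; add d2-IP1 tracer and Eu cryptate anti-IP1 antibody in lysis buffer; read after 10 min at room temperature.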
NPSR antagonist: neuropeptide S receptor (human) antagonism, cAMP. Q6W5P4. CHO-NPSR cells, cAMP TR-FRET, antagonist mode. Potency, µM (series often up to 38.3 µM), without a hit: top-dose activity change, negative = inhibition, usual class: inhibitors. hit rate 1% among 220,000; further: potency means the concentration at half of the fitted maximal effect; on the % scale 0 is the no-effect control and ±100 the full control effect; nearly all actives have a fitted effect of over 50% in size; many of its hits are not listed in these tables
Target sequence (Q6W5P4 whole entry, looked up): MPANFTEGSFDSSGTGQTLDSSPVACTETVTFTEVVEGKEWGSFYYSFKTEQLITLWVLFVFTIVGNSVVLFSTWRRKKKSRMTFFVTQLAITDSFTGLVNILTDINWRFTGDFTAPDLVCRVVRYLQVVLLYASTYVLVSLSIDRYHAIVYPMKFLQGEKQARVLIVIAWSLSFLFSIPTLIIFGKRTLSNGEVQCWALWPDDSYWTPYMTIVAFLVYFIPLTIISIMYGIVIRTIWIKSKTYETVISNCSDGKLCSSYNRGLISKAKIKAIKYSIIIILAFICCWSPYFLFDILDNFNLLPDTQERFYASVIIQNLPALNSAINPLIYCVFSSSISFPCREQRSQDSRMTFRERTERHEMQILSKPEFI
Starred values were filed as active, the others as inactive; ? = inconclusive; . = not tested or not shown; [ ] = remark or other dose. Unless noted, the call rests on the fitted dose curve; in most records, active means well fitted curve in the direction sought with a large enough effect; inconclusive means small, poorly fitted or top-dose-only effect, or another doubt; inactive means no such curve, though single readings can be large; an effect the other way counts as inactive or inconclusive.

Under each structure: CBFb-RUNX1 inh, Luc counter, HttQ103 aggreg, LMNA splice mod, Epigenetic reg, IMPase Li cell, NPSR antagonist
Cc1cccc(NC(=O)CCSc2nncn2C)c1
→ 12.1%, 7.1%, 3.1%, -1.8%, 0.0%, 12.0%, -0.9%[46.1 µM]
COc1ccc(OC)c(Nc2ccc(C(=O)O)cc2[N+](=O)[O-])c1
→ -11.6%, 0.9%, -20.8%, -7.7%, 1.3%, -0.3%, -12.1%[46.1 µM]
COCCCNC(=O)c1ccccc1NS(=O)(=O)c1ccc(C)cc1
→ 7.2%, 1.8%, -7.2%, 3.5%, -1.0%, 27.9%[38.3 µM], -2.9%[46.1 µM]
CCOC(=O)COc1nc(C)c(Br)c(OC)n1
→ 1.5%, 1.2%, 6.8%, 2.2%, 0.0%, 3.7%[38.3 µM], 1.1%[46.1 µM]
Cc1ccc(OCC(=O)c2ccc3c(c2)CCCC3)cc1C
→ ?, 0.2%, ?, -12.7%, -2.2%, 9.0%[38.3 µM], -17.1%[46.1 µM]
Cc1ccc(S(=O)(=O)N(CC(=O)O)Cc2ccccc2)cc1
→ 6.6%, -0.6%, ?, ?, 0.0%, -19.3%[38.3 µM], -3.0%[46.1 µM]
O=C(CN1C(=O)c2ccccc2C1=O)Nc1ccc2c(c1)OCO2
→ -2.6%, 2.4%, 1.0%, 3.6%, 1.2%, -7.8%[38.3 µM], -11.7%[46.1 µM]
CC(=O)Nc1cccc(C(=O)OCc2ccc([N+](=O)[O-])cc2)c1
→ 9.7%, -6.1%, ?, 11.1%[46 µM], -1.2%, 3.7%, -6.2%
CC(=O)Nc1sc(N/N=C\c2ccco2)nc1-c1cccs1
→ -1.8%, 2.2%, 2.6%, -12.2%, -1.0%, 20.9%, -10.9%
O=C(C1CCCN1S(=O)(=O)c1cccc2cccnc12)N1CCN(c2ccccc2)CC1 (configuration not stated)
→ -3.7%, 15.5%, 4.8%, -3.5%, 0.8%, -2.0%[38.3 µM], -9.3%[46.1 µM]

Some of the entries so far, as a markdown table.
| smiles | CBFb-RUNX1 inh | Luc counter | HttQ103 aggreg | LMNA splice mod | Epigenetic reg | IMPase Li cell | NPSR antagonist |
| --- | --- | --- | --- | --- | --- | --- | --- |
| Cc1ccc(OCC(=O)c2ccc3c(c2)CCCC3)cc1C | ? | 0.2% | ? | -12.7% | -2.2% | 9.0%[38.3 µM] | -17.1%[46.1 µM] |
| Cc1ccc(S(=O)(=O)N(CC(=O)O)Cc2ccccc2)cc1 | 6.6% | -0.6% | ? | ? | 0.0% | -19.3%[38.3 µM] | -3.0%[46.1 µM] |
| O=C(CN1C(=O)c2ccccc2C1=O)Nc1ccc2c(c1)OCO2 | -2.6% | 2.4% | 1.0% | 3.6% | 1.2% | -7.8%[38.3 µM] | -11.7%[46.1 µM] |

New compounds follow.
Under each structure: CBFb-RUNX1 inh, Luc counter, HttQ103 aggreg, LMNA splice mod, Epigenetic reg, IMPase Li cell, NPSR antagonist
O=C(COC(=O)c1cc(=O)[nH]c2ccccc12)c1ccc(Br)cc1
→ 6.0%, ., 1.8%[9.22 µM], ., 5.8%, ., -5.4%
O=C(Nc1cccnc1)/C(N=Nc1ccc(Cl)c(C(F)(F)F)c1)=C(\O)c1ccccc1
→ -2.0%, -0.8%, 0.1%, -14.9%, 0.4%, -11.3%, 16.6%
CCOC(=O)c1c(Nc2ccccc2)sc(/C=C2\C=Nc3ccccc32)c1O
→ -5.8%, -3.0%, 0.7%, 4.0%, 7.4%, 14.7%[38.3 µM], -16.1%[46.1 µM]
CCOc1ccc2nc(N(CCN(CC)CC)C(=O)c3ccc([N+](=O)[O-])cc3)sc2c1
→ -0.6%, -2.8%, -6.5%, 12.5%[9.22 µM], 2.6%, -2.8%, -5.7%
N[C@@H]1CCN(O)C1=O
→ -7.6%, 1.5%, ., ., 1.8%, -6.0%, .
CCCNC(=O)c1ccc2c(=O)c(O)c(-c3ccc(Cl)c([N+](=O)[O-])c3)[nH]c2c1
→ 2.9%, ., ?, ., -0.4%, ., 19.2%
CCC(=O)N1N=C(c2cccs2)CC1c1ccco1 (configuration not stated)
→ 0.5%, -2.3%, 14.2%[9.22 µM], 14.1%[46 µM], 0.3%, 11.1%, 10.2%
CC(Cc1ccccc1)NC(=O)C1(c2ccccc2)CCOCC1 (configuration not stated)
→ 1.8%, 3.9%, -6.3%, -11.5%, 0.0%, 23.9%[38.3 µM], 0.6%[46.1 µM]
O=C(NC(=S)Nc1cccc(CO)c1)c1ccc(-c2ccccc2)cc1
→ -17.3%, -0.6%, -9.7%, ?, -0.9%, 8.0%, -10.5%
OC[C@H]1O[C@@H]2O[C@H]3[C@H](O)[C@@H](O)[C@@H](O[C@H]4[C@H](O)[C@@H](O)[C@@H](O[C@H]5[C@H](O)[C@@H](O)[C@@H](O[C@H]6[C@H](O)[C@@H](O)[C@@H](O[C@H]7[C@H](O)[C@@H](O)[C@@H](O[C@H]8[C@H](O)[C@@H](O)[C@@H](O[C@H]1[C@H](O)[C@H]2O)O[C@@H]8CO)O[C@@H]7CO)O[C@@H]6CO)O[C@@H]5CO)O[C@@H]4CO)O[C@@H]3CO
→ 8.8%[21.7 µM], ., 0.8%, ?, ., 4.8%, .

Reformatted with bars between the fields: 2 of the compounds above
smiles | CBFb-RUNX1 inh | Luc counter | HttQ103 aggreg | LMNA splice mod | Epigenetic reg | IMPase Li cell | NPSR antagonist
CC(=O)Nc1sc(N/N=C\c2ccco2)nc1-c1cccs1 | -1.8% | 2.2% | 2.6% | -12.2% | -1.0% | 20.9% | -10.9%
O=C(C1CCCN1S(=O)(=O)c1cccc2cccnc12)N1CCN(c2ccccc2)CC1 (configuration not stated) | -3.7% | 15.5% | 4.8% | -3.5% | 0.8% | -2.0%[38.3 µM] | -9.3%[46.1 µM]

Later entries:
Under each structure: CBFb-RUNX1 inh, Luc counter, HttQ103 aggreg, LMNA splice mod, Epigenetic reg, IMPase Li cell, NPSR antagonist
CC1(C)C2C(Cl)(Cl)C2(C)c2ccccc2N1C=O (configuration not stated)
→ 3.2%, ., 11.6%[9.22 µM], ., 1.9%, ., 5.1%
O=C(CCC(NC(=O)OCc1ccccc1)C(=O)OCC(=O)N1CCCCC1)OCC(=O)N1CCCCC1 (configuration not stated)
→ 1.5%, 16.9%, -5.2%, 5.8%, 2.9%, 14.8%[38.3 µM], -2.8%[46.1 µM]
CCOC(=O)C1CCCN(Cc2sccc2C)C1 (configuration not stated)
→ 5.3%, 1.0%, 9.3%, 19.7%, 1.5%, -5.4%[38.3 µM], -7.4%[46.1 µM]
COc1ccccc1/C=N/NC(=O)c1ccc(=O)n(C)c1
→ -6.0%, -0.9%, 1.7%, -12.8%, 1.5%, 2.4%, 11.7%
Cc1ccc(/C=N/NC(=O)c2nn(C)cc2Cl)cc1
→ 1.3%, ?, -6.6%, -5.2%, 1.1%, -3.6%, 8.6%
CC(=O)Cn1ncc(N2CCCCC2)c(Cl)c1=O
→ -1.7%, 4.3%, -10.6%[9.22 µM], 0.2%[1.84 µM], -0.2%, 11.1%, 10.2%
CCCN(c1ccc(OCC)cc1)S(=O)(=O)c1ccc2c(c1)CCN2C(=O)CCC(=O)O
→ -1.4%, -0.8%, 0.8%, 1.0%[0.0737 µM], 0.6%, 1.3%[38.3 µM], -14.8%[46.1 µM]
Cc1cc(C(C)(C)C)oc1C(=O)N(CC(=O)NC1CCCC1)Cc1ccccc1Cl
→ 12.0%, 0.3%, ?, ?, -1.3%, 46.1%[activator][38.3 µM], 7.94µM*
COc1ccc(C2CC(c3ccccc3)=NN2C(=O)COC(=O)/C=C/c2ccc(O)c(OC)c2)cc1 (configuration not stated)
→ -22.1%, ., 10.2%[9.22 µM], ., -2.3%, ., -22.1%
CCc1cccc2c(C(=O)CSc3nncn3-c3ccc(OC)cc3)c[nH]c12
→ -7.3%, 2.4%, 2.3%, ?, 0.0%, 7.2%, -4.2%
O=C(NNC(=O)c1ccccc1Br)c1ccccc1Cl
→ 2.0%, -3.7%, 1.0%, 6.9%[46 µM], 1.1%, 1.2%, 12.0%
O=C1NC(c2ccc3c(c2)OCO3)Nc2ccccc21 (configuration not stated)
→ 5.3%, 0.0%, -13.6%, ?, -1.0%, 7.3%[38.3 µM], 0.6%[46.1 µM]
O=C1C(C=NCCCN2CCCC2=O)=C(O)c2ccccc21
→ 4.5%, 7.0%, 8.2%, 5.5%, -4.8%, -4.8%[38.3 µM], -19.8%[46.1 µM]
COC(=O)C(C)Sc1n[nH]c(=S)s1 (configuration not stated)
→ -3.1%, 4.1%, 12.6%[9.22 µM], -4.6%, -1.6%, -7.5%[38.3 µM], -15.1%[46.1 µM]
CCS(=O)(=O)Nc1cccc(-c2nc3cccnc3s2)c1
→ -2.2%, ., -24.0%[9.22 µM], ., 0.0%, ., -27.8%
Cc1noc(N)c1C1(O)C(=O)N(C(C)C)c2ccccc21 (configuration not stated)
→ 6.4%, -2.0%, 15.1%, 4.2%[46 µM], 0.0%, -5.6%, 16.7%
O=C(NC1CC1)C1=C[C@H](C2CCCCC2)C[C@H](OCCCCO)O1
→ 7.6%, ., 21.0%[9.22 µM], ., 3.1%, ., -2.4%
CCO/N=C(/C)c1c(O)c(C)c(-c2ccccc2)n(-c2ccccc2)c1=O
→ 5.7%, 1.8%, -1.8%, -5.1%, 0.0%, -1.0%, -3.4%[46.1 µM]
CC(C)(C)c1ccc(S(=O)(=O)NC(Cc2ccccc2)C(=O)O)cc1 (configuration not stated)
→ -2.8%, 3.7%, -1.3%[9.22 µM], 12.7%, ?, -3.7%[38.3 µM], 1.1%[46.1 µM]
COc1ccc(CCNC(=O)CSc2ccc(-c3ccccc3)nn2)cc1
→ 3.0%, 4.2%, 1.5%, -7.0%, -1.1%, -3.7%, 5.7%
Cc1n[nH]c(C)c1CCC(=O)N/N=C/C=C/c1ccccc1
→ 6.3%, -0.7%, -1.9%, -11.4%, -1.1%, -3.1%, -8.6%
COc1ccc(CNc2ncncc2-c2ccccc2Cl)c(OC)c1
→ ., -1.0%, ., -8.5%, -3.3%, 13.1%, .
CNC(=O)c1nnc(Cc2ccc(F)cc2)o1
→ -2.6%, 13.8%, -13.8%, 1.3%, 0.8%, 5.2%[38.3 µM], -7.7%[46.1 µM]
Cc1ccc(C(=O)OC(C)CN2CCN(C)CC2)cc1 (configuration not stated)
→ 10.9%, ., -15.3%[9.22 µM], ., 1.1%, ., 10.2%

Bioassay records: PubChem, National Center for Advancing Translational Sciences (NCATS)

Some of the compounds tested. The share of hits here may be higher or lower than overall.
